Bioassay records deposited in PubChem BioAssay by National Center for Advancing Translational Sciences (NCATS).
TRHR agonist – qHTS for Small Molecule Agonists and Allosteric Enhancers of Human TRH Receptor: Primary Screen for Agonists; Thyrotropin-releasing hormone receptor (Homo sapiens), P34981; TRHR cells, calcium flux fluo-8, FDSS agonist mode; 0.18% of 360,000 active; activation, % at 2 µM; also: 0% is about no effect
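Read-out: compound-evoked intracellular calcium rise in TRHR cells, fluo-8 dye, kinetic FDSS fluorescence at 1 s/cycle following a 10-cycle baseline. Cells cultured overnight before dye loading (30 min–1.5 h, RT).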
D1 antagonist – Antagonist of Human D 1 Dopamine Receptor: qHTS. D(1A) dopamine receptor (Homo sapiens), P21728. HEK293 TREx D1 cells, calcium flux, dopamine EC80; stronger effect = lower value. activity change, negative = inhibition, % at 10 µM. 3.2% of 360,000 active; in the data active = activity change below about -30%; also: % is scaled to controls: 0 for no effect and ±100 for the full control effect
Target sequence (P21728 whole entry, looked up): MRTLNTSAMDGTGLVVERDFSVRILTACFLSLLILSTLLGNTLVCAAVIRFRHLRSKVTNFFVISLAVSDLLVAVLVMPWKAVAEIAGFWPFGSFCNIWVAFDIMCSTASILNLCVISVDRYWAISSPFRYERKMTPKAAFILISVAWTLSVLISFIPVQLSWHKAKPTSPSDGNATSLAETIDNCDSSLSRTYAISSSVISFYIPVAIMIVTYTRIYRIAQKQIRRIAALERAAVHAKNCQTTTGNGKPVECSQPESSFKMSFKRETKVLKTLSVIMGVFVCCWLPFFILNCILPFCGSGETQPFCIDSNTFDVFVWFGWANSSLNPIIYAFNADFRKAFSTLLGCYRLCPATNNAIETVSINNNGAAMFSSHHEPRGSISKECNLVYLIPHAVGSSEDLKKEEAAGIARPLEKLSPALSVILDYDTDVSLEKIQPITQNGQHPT
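Antagonism measured as reduced calcium response to an EC80 dopamine addition following 180 s compound pre-read; cells were inducible HEK293 Trex D1 plated overnight at 30 C, read kinetically at 1 cycle/sec.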
TRHR enhancer – qHTS for Small Molecule Agonists and Allosteric Enhancers of Human TRH Receptor: Primary Screen for Enhancers; enhancement, % at 2 µM; AID 493056, 2011; TRHR cells, fluo-8 calcium fluorescence, EC20 TRH enhancement; 0.66% of 360,000 active; Thyrotropin-releasing hormone receptor (Homo sapiens), P34981; in the data active = enhancement above about 30%; also: 0% is about no effect
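Enhancer read-out: after compound pinning and an initial kinetic agonist-mode read, an EC20 of TRH (10 nM final) was injected and fluo-8 calcium signal (Ex 480/Em 530) followed at 1 s/cycle for 100 cycles in TRHR-expressing cells.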
D2 potentiator – HTS Assay for Positive Allosteric Modulators of the Human D2 Dopamine Receptor: Primary Screen for Potentiators | D(2) dopamine receptor (Homo sapiens), P14416 | HEK293 T-REx D2, calcium flux, EC20 dopamine potentiation | potentiation, % at 10 µM | 0.34% of 340,000 active;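 active = potentiation over 3 SD above the plate norm, cut at about 30% in these data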; also: 0% is about no effect
Target sequence (P14416 whole entry, looked up): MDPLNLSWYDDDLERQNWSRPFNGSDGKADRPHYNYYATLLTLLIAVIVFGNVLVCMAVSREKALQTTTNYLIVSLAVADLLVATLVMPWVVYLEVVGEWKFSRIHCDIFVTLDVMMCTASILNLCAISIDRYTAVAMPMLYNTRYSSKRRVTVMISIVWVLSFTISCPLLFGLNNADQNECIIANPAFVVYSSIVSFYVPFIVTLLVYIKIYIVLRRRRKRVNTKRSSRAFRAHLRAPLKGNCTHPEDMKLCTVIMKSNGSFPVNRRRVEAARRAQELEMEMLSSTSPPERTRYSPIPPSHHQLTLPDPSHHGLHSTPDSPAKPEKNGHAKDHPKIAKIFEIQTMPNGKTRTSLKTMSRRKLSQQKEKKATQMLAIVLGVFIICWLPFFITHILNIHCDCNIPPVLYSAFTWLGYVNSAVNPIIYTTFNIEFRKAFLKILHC
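Tetracycline-induced Hek293 Trex D2 cells, force-coupled to calcium, loaded with no-wash calcium dye. Compound added with 180 s kinetic read for agonism, then EC20 dopamine and a further 180 s read for potentiation.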
D1 ag – Allosteric Agonists of the Human D1 Dopamine Receptor: qHTS; HEK293 T-REx D1 cells, calcium flux, agonist mode; activation, % at 2 µM; 1% of 360,000 active; AID 504660, 2011; also: 0% is about no effect
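Tetracycline-induced HEK293 TREx D1 cells, force-coupled to calcium signalling, were dye-loaded with a no-wash calcium kit. Compound was pin-added after a 10 s baseline. Fluorescence was read kinetically at 1 cycle/s for 180 s, with calcium rises flagged as agonism.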
RXFP1 antag – qHTS Assay for Antagonists of the Relaxin Receptor RXFP1; Relaxin receptor 1 (Homo sapiens), Q9HBX9; activity change, negative = inhibition, % at 57.5 µM; HEK293-RXFP1, relaxin-stimulated cAMP HTRF, 30 min; stronger effect = lower value; 0.59% of 350,000 active; AID 1259400, 2018;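 active = activity change of -60% or lower, but not beyond a set lower limit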; also: % is scaled to controls: 0 for no effect and ±100 for the full control effect
D2 agonist – HTS Assay for Allosteric Agonists of the Human D2 Dopamine Receptor: Primary Screen for Agonists; D(2) dopamine receptor (Homo sapiens), P14416; HEK293 T-REx D2 cells, calcium flux agonist mode; activation, % at 2 µM; 0.53% of 340,000 active;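 active = activation over 3 SD above normal in the single-dose calcium agonist read, cut at about 30% in these data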; also: 0% is about no effect
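Agonism is scored from calcium flux in a force-coupled, inducible HEK293 cell line expressing D2, read kinetically for 180 s after compound addition against dopamine controls.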
D1 PAM – Potentiators of Human D1 Dopamine Receptor: qHTS; HEK293 TREx D1 cells, calcium flux, dopamine EC20 potentiation; D(1A) dopamine receptor (Homo sapiens), P21728; potentiation, % at 10 µM; 0.036% of 360,000 active; in the data active = potentiation above about 30%; also: 0% is about no effect
D2 antagonist – HTS Assay for Allosteric Antagonists of the Human D2 Dopamine Receptor: Primary Screen for Antagonists. AID 485344, 2010. D(2) dopamine receptor (Homo sapiens), P14416. inhibition, % at 10 µM. HEK293 TREx D2 cells, calcium flux, dopamine EC80. 2% of 340,000 active; in the data active = inhibition above about 30%; also: 0% is about no effect
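Calcium flux kinetic readout in an inducible HEK293 TREx D2 line plated overnight at 30 C. After 180 s compound exposure, an EC80 dopamine challenge follows with another 180 s kinetic read to detect antagonism.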
* = called active by the depositor; . = not tested or not shown. Rule as the data show it, unless noted: active = activation above about 30%; inactive = the rest.

Start of the data: the first 2 records, to show the layout:
Below each SMILES: TRHR agonist | D1 antagonist | TRHR enhancer | D2 potentiator | D1 ag | RXFP1 antag | D2 agonist | D1 PAM | D2 antagonist
Cc1nnc2c(N3CCN(c4ccccc4F)CC3)nc3ccc(C(=O)c4ccccc4)cc3n12
→ 0.9 | 2 | 7 | 2 | 0 | -8 | 0.7 | 1 | .
COc1ccc(OC)c(C(=O)N/N=C/c2ccccn2)c1
→ 0.1 | -16 | -4 | . | 3 | 12 | . | 1 | .

The whole of this part, from the first entry:
Below each SMILES: TRHR agonist | D1 antagonist | TRHR enhancer | D2 potentiator | D1 ag | RXFP1 antag | D2 agonist | D1 PAM | D2 antagonist
Cc1nnc2c(N3CCN(c4ccccc4F)CC3)nc3ccc(C(=O)c4ccccc4)cc3n12
→ 0.9 | 2 | 7 | 2 | 0 | -8 | 0.7 | 1 | .
COc1ccc(OC)c(C(=O)N/N=C/c2ccccn2)c1
→ 0.1 | -16 | -4 | . | 3 | 12 | . | 1 | .
O=C(CN1CCN(S(=O)(=O)c2ccccc2)CC1)Nc1ccccc1C(=O)NC1CC1
→ -0.6 | -21 | 10 | -8 | 3 | 3 | 1.4 | -6 | -34
COc1cc(NC(=S)NC(=O)C(C)C)ccc1NC(=O)c1cc2ccccc2o1
→ 0.4 | . | 6 | -9 | 0 | 11 | 0.0 | -5 | 11
Cc1ccnc(NS(=O)(=O)c2ccc(NC(=O)/C=C/c3ccccc3)cc2)n1
→ -0.5 | -7 | 2 | 21 | 3 | -9 | 0.1 | 7 | 7
O=C(NC1CCCCC1)C(c1ccco1)N(C(=O)c1csnn1)c1cccc(Cl)c1 (centres undefined)
→ 0.5 | -10 | -7 | . | 2 | -18 | . | -9 | .
CNC(=O)c1ccccc1S(=O)c1ccccc1C#N (centres undefined)
→ -0.3 | 27 | -2 | -6 | 3 | 2 | 0.3 | 2 | 10
Cc1ccc2[nH]c(C(=O)N3CCCC(Nc4ccc(F)cc4)C3)cc2c1 (centres undefined)
→ 0.5 | -30* | 4 | 15 | 3 | -9 | 0.3 | -8 | -6
O=C(NCc1ccccn1)c1ccc2c(=O)n3nc(Nc4ccccc4)sc3nc2c1
→ 0.2 | -4 | 2 | 3 | 1 | 21 | -0.4 | 4 | -9
CCCCNC(=O)c1ccc(-c2nc(CS(=O)(=O)c3ccc(C)cc3)c(C)o2)cc1
→ -0.2 | -7 | -2 | . | -1 | . | -0.2 | -2 | .
CSc1nn(Cc2cccc(Cl)c2)c(N(C(C)=O)C(C)=O)c1S(=O)(=O)c1ccccc1
→ -0.7 | -61* | 3 | 2 | 1 | . | 0.4 | -1 | .
COCCn1nnnc1CN(Cc1cccnc1)Cc1cc2cc(OC)ccc2[nH]c1=O
→ 0.3 | 0 | 0 | 9 | 0 | -3 | 0.2 | -6 | 1
COC(=O)CCCNC(=O)c1ccc(OS(=O)(=O)c2cc([N+](=O)[O-])ccc2C)cc1
→ -0.7 | -11 | 2 | 4 | 63* | 10 | -0.4 | 4 | 15
CC1CCN(c2ccc3nnc(CCC(=O)N4CCN(c5ccc(F)cc5)CC4)n3n2)CC1
→ -0.2 | -17 | 2 | -2 | 5 | 24 | -0.2 | 0 | -14
CC1Oc2ccccc2N(CC(=O)NC2CCCC2)C1=O (centres undefined)
→ 0.4 | -7 | 10 | -10 | 2 | -12 | . | -3 | .
COc1cccc(CC(=O)Nc2cccc3ccccc23)c1
→ -0.4 | -7 | -11 | . | 0 | 3 | 6.8 | -13 | 2
C/C=C\C=C/C(=O)Nc1cccc(C2=NOC3(C2)C[C@@H](C(N)=O)N(C(=O)c2ccc(Cl)cc2)C3)c1 (some centres undefined)
→ 0.5 | -30* | 1 | 3 | 3 | . | 0.7 | -2 | -6
Cn1ccnc1SCC(=O)c1c[nH]c2ccccc12
→ -0.1 | -14 | 2 | -3 | 2 | 3 | 0.4 | 4 | 5
CNC(=O)CSc1nnc(-c2cc(C)cc(C)c2)o1
→ -1.7 | 5 | -1 | -2 | 1 | 16 | 0.6 | 0 | 2
CCOC(=O)c1ccc(NC(=O)C2CC(=O)N=C(N)S2)cc1 (centres undefined)
→ 0.4 | -8 | -4 | 8 | 2 | -11 | 1.1 | 5 | 0
O=C(CN1CCOCC1)Nc1ccc2c(c1)OC(F)(F)O2
→ 0.1 | 1 | -1 | -3 | 1 | 2 | -5.8 | -2 | 3
Cc1cccc(NC(=O)C2C(C(=O)O)C3C=CC2C32CC2)c1C (centres undefined)
→ -0.3 | -6 | 3 | 2 | 4 | -11 | 0.9 | -5 | -51
Cc1ccc(NC(=O)Cn2c(=O)n(Cc3ccco3)c(=O)c3oc4ccccc4c32)cc1C
→ 0.3 | 1 | 1 | -5 | 1 | -14 | 0.6 | -3 | .
O=C(Nc1ccccn1)c1ccc2nc(-c3ccccc3)c(-c3ccccc3)nc2c1
→ 0.4 | 11 | 10 | -22 | 2 | . | 0.5 | 1 | -12
Cc1ccc(OCCCN2CCOCC2)cc1
→ 0.4 | -20 | 1 | 0 | 0 | 14 | -0.3 | -4 | -3
COc1ccc(S(=O)(=O)c2snnc2C)cc1
→ -1.2 | 4 | 5 | 12 | -1 | 12 | -2.0 | 7 | 4
COc1ccccc1C(=O)Nc1ccnn1C1CCN(Cc2cnn(C)c2)CC1
→ -0.3 | 1 | -4 | -3 | 1 | 1 | 0.2 | 18 | 16
Cc1ccc(C2(c3noc(CN(C)Cc4ccccn4)n3)CCCC2)cc1
→ 0.0 | 5 | 4 | 0 | 2 | -14 | -1.1 | 0 | -16
COc1cc(NC(=O)c2ccno2)cc(C(=O)Nc2cccc(C(F)(F)F)c2)c1
→ 0.3 | -21 | 4 | -2 | 20 | . | -0.5 | -2 | 10
N#Cc1c(N)nc(SCC(=O)NC2CCCCC2)c(C#N)c1-c1ccc(Cl)cc1
→ 0.1 | -7 | -8 | 12 | 1 | -8 | -0.3 | -4 | 7
O=[N+]([O-])c1ccc(N2CCCCC2)cc1N1CCOCC1
→ -0.5 | 6 | 1 | -3 | 0 | -15 | -0.7 | 3 | 9
COc1ccccc1CNC(=O)Cc1ccc(OC)c(OC)c1
→ 0.1 | -9 | -3 | -7 | 3 | -2 | -0.4 | -2 | 11
CCOC(=O)c1ccccc1NC(=O)Cn1c(=O)n(-c2ccc(CC)cc2)c(=O)c2c(C)c(C(=O)N(C)C)sc21
→ -0.4 | 7 | 0 | -4 | 6 | -7 | 4.5 | 0 | .
CC(=O)Nc1nc(SCC(=O)Nc2nnc(C)s2)[nH]c(=O)c1NC(=O)c1cccs1
→ 0.4 | -27 | -8 | -6 | 4 | -6 | 0.4 | 3 | 12
COc1ccc2cc(/C=N/O)c(Cl)nc2c1
→ -0.4 | 0 | -2 | 20 | 4 | -11 | 0.6 | 2 | -3
Cc1ccc(F)c(NC=C2C(=O)OC(C)(C)OC2=O)c1
→ -0.8 | -3 | 1 | 13 | 17 | -9 | 0.2 | -8 | 6
Cc1cc(C(=O)CN2C(=O)NC(C)(CC(C)C)C2=O)c(C)n1-c1ccc2c(c1)OCO2 (centres undefined)
→ 0.1 | -46* | -6 | . | 5 | 20 | . | -4 | .
COc1ccccc1CNC(=O)CNC(=O)[C@@H]1Cc2ccccc2CN1
→ 0.0 | 13 | -1 | -2 | 0 | -7 | 0.1 | 3 | 10
Cc1c(NC(=O)C2CCN(S(=O)(=O)c3ccc(Cl)cc3)CC2)c(=O)n(-c2ccccc2)n1C
→ -0.5 | 7 | -1 | -6 | 2 | -1 | 1.9 | -9 | 5
CCCC(=O)c1ccc(OC(=O)c2c(-c3ccccc3Cl)noc2C)cc1
→ 1.5 | 7 | 2 | . | 24 | 2 | -0.3 | 3 | .
CCCc1nc2c(ccc3ccccc32)cc1CC
→ 0.0 | 6 | 3 | -2 | 0 | -6 | -0.4 | -7 | 7
Cc1cccc(NC(=O)c2nc[nH]c2C(=O)N[C@@H](C)C(=O)OC(C)(C)C)c1
→ -0.3 | 14 | 1 | 2 | 4 | . | 0.2 | -4 | 20
CCN(CC)S(=O)(=O)c1ccc(C(=O)NCCSc2c(-c3ccc(C)cc3)[nH]c3ccccc23)cc1
→ 0.5 | 5 | -5 | -9 | 1 | -24 | -0.2 | 0 | .
Cc1ccccc1-n1c(=O)c2ccccc2n2c(=O)[nH]nc12
→ -0.5 | 6 | 0 | 15 | 0 | -4 | 0.6 | -7 | 1
Cc1ccc2c(c1)C(c1ccccc1)N(C(=O)COc1ccc(Cl)cc1Cl)CC(=O)N2 (centres undefined)
→ 0.4 | 7 | 6 | 12 | 8 | -39 | 0.7 | 2 | .
COCCN1Cc2cccc(C(=O)NCCCN3CCCC3=O)c2C1=O
→ -0.7 | 3 | -4 | -3 | 2 | 4 | 0.0 | 11 | -5
Cc1ccc(C2=NCN(c3ccc(C(=O)O)cc3)C(=S)N2)cc1
→ -0.3 | 6 | -3 | 9 | 0 | . | 1.2 | -10 | 2
COc1ccc(S(=O)(=O)N2CCOCC2)cc1Cl
→ -0.1 | -3 | 1 | 2 | 7 | -5 | 0.8 | -3 | 15
O=C(CSc1nnc(-c2ccc(F)cc2)o1)NC1CCCCC1
→ -0.1 | -3 | 3 | -5 | 0 | 1 | -0.1 | 5 | -9
COc1ccc(N2CCN(C(c3cccs3)C(C)NS(=O)(=O)c3ccccc3)CC2)cc1 (centres undefined)
→ 0.1 | 4 | 1 | 12 | 2 | -5 | -1.0 | -2 | 19
CCOC(=O)c1ccc(Nc2cc(C)nc(C)c2C(=O)OCC)cc1
→ -0.5 | . | 5 | 15 | -1 | 1 | 0.5 | -1 | -4
CC1(C(=O)NCc2ccc(F)cc2)Oc2ccccc2NC1=O (centres undefined)
→ 0.6 | -4 | 4 | -15 | 20 | -6 | -0.4 | 4 | 76*
O=C1C=C(Nc2ccccc2)C(=O)c2ccccc21
→ 1.6 | 7 | 8 | -4 | 6 | 5 | 1.1 | -2 | -30

3 entries out of the list above, arranged by the number in D1 PAM, low to high.
compound,TRHR agonist,D1 antagonist,TRHR enhancer,D2 potentiator,D1 ag,RXFP1 antag,D1 PAM,D2 antagonist
CC1Oc2ccccc2N(CC(=O)NC2CCCC2)C1=O (centres undefined),0.4,-7,10,-10,2,-12,-3,.
C/C=C\C=C/C(=O)Nc1cccc(C2=NOC3(C2)C[C@@H](C(N)=O)N(C(=O)c2ccc(Cl)cc2)C3)c1 (some centres undefined),0.5,-30*,1,3,3,.,-2,-6
CNC(=O)CSc1nnc(-c2cc(C)cc(C)c2)o1,-1.7,5,-1,-2,1,16,0,2
